E-sel inducer: induces E-selectin expression in human endothelial cells. P16581. HUVEC E-selectin immunofluorescence imaging; normalized: neutral wells 0, TNF-alpha wells 100. activation, % at 7.58 µM. 260,000 tested, 0.37% active. AID 686992;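 active = mean E-selectin-positive cell signal at least 10% of the positive control, reached in at least 60% of replicates, without over 20% cell loss; inconclusive = no rule given, readout overlaps actives, possibly toxicity-flagged; inactive = the rest, including those meeting only one limit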;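 also: in these data hits start at about 27%; measured in HUVEC primary endothelial cells; signal is the percent of cells scored E-selectin positive by PE staining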
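Read-out: % PE-positive cells | Test system: HUVEC | Doses: One compound dose added by pin transfer | Buffer or medium: EGM-2 over gelatin coat | Signal: Immunofluorescence imaging | Benchmarks: TNF-alpha, DMSO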
SIRT5 inh: inhibitors of human sirtuin-5 desuccinylase. Q9NXA8. Purified SirT5, succinyl-peptide AMC, trypsin-coupled fluorescence. inhibition, % at 15 µM. 330,000 tested, 1.1% active. AID 652115; in the data active = inhibition above about 15%; inconclusive = no clear call, values can overlap the other calls
Target sequence (Q9NXA8 whole entry, looked up): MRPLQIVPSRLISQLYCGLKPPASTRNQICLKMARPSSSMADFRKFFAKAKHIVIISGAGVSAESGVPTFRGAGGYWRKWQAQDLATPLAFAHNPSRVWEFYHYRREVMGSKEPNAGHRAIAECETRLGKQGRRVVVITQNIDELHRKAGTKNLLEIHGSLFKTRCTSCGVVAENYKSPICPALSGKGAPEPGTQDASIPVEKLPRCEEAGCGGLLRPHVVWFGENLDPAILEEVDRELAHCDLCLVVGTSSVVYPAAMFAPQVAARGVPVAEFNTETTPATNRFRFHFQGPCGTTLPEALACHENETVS
S100A4 inh HTS: S100A4-myosin IIA interaction inhibition; 360,000 tested, 0.14% active; S100A4/TAMRA-MyoIIA peptide fluorescence polarization; inhibition, % at 10.7 µM;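 active = mean inhibition of at least 70% across replicates, with every replicate also reaching that level; inconclusive = mean inhibition reaches 70% but some replicates fall short; inactive = mean inhibition below 70%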
Target sequence (P26447 whole entry, looked up): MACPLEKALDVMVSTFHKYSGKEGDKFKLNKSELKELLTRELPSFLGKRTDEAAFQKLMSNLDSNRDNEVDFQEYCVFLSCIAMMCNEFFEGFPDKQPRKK
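Test system – S100A4 monomer (human) · Compound – single-point compound testing · Schedule – 5 min incubation before reading · Probe or stimulus – TAMRA-labelled myosin IIA heavy-chain peptide probe, 5 nM · Benchmarks – neutral control DMSO, positive control TFP · Medium – Calcium-containing HEPES buffer, pH 7.2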
PglD inh: blocks C. jejuni PglD acetyltransferase activity. purified PglD enzyme, DTNB colorimetric CoA detection. inhibition, % at 12.5 µM. 360,000 tested, 0.098% active. AID 602405; in the data active = inhibition above about 16%, passing the limit was not always enough; inconclusive = no clear call, values can overlap the other calls; also: strong numbers were not always called active
DENV2 CPE: protects cells from dengue virus 2 cytopathic effect. DENV2-infected cells, cytopathic effect rescue, plate reader. CPE inhibition, % at 9.99 µM. 350,000 tested, 1.7% active; in the data active = CPE inhibition above about 20%, passing the limit was not always enough; inconclusive = no clear call, values can overlap the other calls; tested in BHK-21 cells;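 also: 0% = median of neutral control wells and 100% = median of positive control wells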
Statin myotox sup: protects C2C12 myotubes from simvastatin toxicity | ATP luminescence, 48 h; scaled: DMSO 0, geranylgeraniol control 100 | rescue of ATP level, % at 7.49 µM | 330,000 tested, 0.78% active | AID 602340;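 active = mean ATP rescue above about 67%, or every replicate alone reaching that limit, limit read from the data, passing the limit was not always enough; inconclusive = no clear call, values can overlap the other calls; inactive = mean under the limit and some replicate under it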;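 also: myotubes were challenged with 10 µM simvastatin during compound exposure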
ERp5 block: inhibitors of human ERp5 | 350,000 tested, 0.05% active | AID 651711 | Q15084 | inhibition, % at 9.99 µM | ERp5 insulin aggregation, absorbance 650 nm, 90 min;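 active = mean replicate inhibition above about 25%, with every replicate also reaching it, limit read from the data, passing the limit was not always enough; inconclusive = only one of those two criteria met; inactive = neither criterion met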
Target sequence (Q15084 whole entry, looked up): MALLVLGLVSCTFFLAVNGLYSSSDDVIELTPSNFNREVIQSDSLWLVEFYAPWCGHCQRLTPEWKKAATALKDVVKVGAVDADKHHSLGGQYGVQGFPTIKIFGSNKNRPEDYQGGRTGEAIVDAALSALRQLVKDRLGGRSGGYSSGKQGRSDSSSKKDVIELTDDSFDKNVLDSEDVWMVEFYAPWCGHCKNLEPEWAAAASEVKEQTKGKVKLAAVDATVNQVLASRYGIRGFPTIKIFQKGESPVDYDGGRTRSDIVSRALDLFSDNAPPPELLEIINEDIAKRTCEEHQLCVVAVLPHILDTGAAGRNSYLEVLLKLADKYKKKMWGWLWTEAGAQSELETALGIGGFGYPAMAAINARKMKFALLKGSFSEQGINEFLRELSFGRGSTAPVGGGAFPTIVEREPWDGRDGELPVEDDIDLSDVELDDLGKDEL
* hit, by the source's call; ? = inconclusive; nt = not tested or not shown; & = joins results of further samples. Only part of the results is shown; count on the stated rates, not on these rows.

SMILES	E-sel inducer	SIRT5 inh	S100A4 inh HTS	PglD inh	DENV2 CPE	Statin myotox sup	ERp5 block
O=C(C[C@H]1CC[C@@H]2[C@H](COC[C@@H](O)CN2C(=O)C2CC2)O1)NCc1ccncc1	0.0	-13	12	-2	6	-5	-2
CCN(CC(=O)Nc1ccc2c(c1)OCCO2)C(=O)/C=C/c1cc(Br)ccc1OC	-0.1	2	-4	6	9	8	-1
C[C@@H]1CN([C@H](C)CO)C(=O)c2cccc(NC(=O)c3ccc(-c4nccs4)cc3)c2O[C@@H]1CN(C)Cc1ccccc1	-0.3	-5	2	-3	7	8	4
O=C(Cn1ccc2cc(S(=O)(=O)N3CCCCC3)ccc21)NCc1ccccc1F	nt	-1	0	0	7	12	3
C[C@@H]1CN([C@@H](C)CO)C(=O)c2cccc(NC(=O)C3CCCCC3)c2O[C@@H]1CN(C)S(=O)(=O)c1ccc(F)cc1	0.8	4	0	-1	15	-42	-3
CCOc1ccc(NC(=O)CC(C)S(=O)(=O)c2ccc3c(c2)NC(=O)CO3)cc1 (centres undefined)	nt	2	1	-2	-6	-5	1
Cc1ccc(C(=O)NC2CC3CCCC(C2)N3C(=S)NCc2ccco2)cc1 (centres undefined)	-2.2	-4	-5	0	-1	-5	-2
O=C(Nc1cccc(F)c1)N1CC(=O)N2[C@H](CO)[C@H](c3ccc(C#CC4CC4)cc3)[C@@H]2C1	0.0	-1	-12	nt	-8	nt	21
CN1C(=O)c2cc(NC(=O)C3CC3)ccc2OC[C@@H]2O[C@@H](CC(=O)NCCN3CCCC3)CC[C@H]21	-0.1	-8	2	-1	1	16	nt
CCCNC(=O)N[C@H]1CC[C@@H](CCn2cc(C3CC3)nn2)O[C@@H]1CO	-0.6	1	4	2	4	3	-7
COc1ccc(CCC(C)N2CCOCC2)cc1 (centres undefined)	0.0	-4	1	8	14	3	2
CC(C)c1ccc(OCCCN2CCC(C(O)(c3ccccc3)c3ccccc3)CC2)cc1	-0.1	nt	0	nt	-3	nt	-3
CCNC(=O)COC(=O)CCNC(=O)c1cccc(C)c1	nt	0	-8	-12	-2	-6	4
Cc1cccc(C)c1NC(=S)N1CC(C)OC(C)C1 (centres undefined)	nt	3	-1	nt	2	nt	0
O=S(=O)(c1cccs1)N1CCCCN2[C@H](CO)[C@H](c3ccc(C4=CCCCC4)cc3)[C@H]2C1	nt	20*	-5	-1	15	nt	-2
COc1ccc2ccc(OC)c(/C=N/n3cnnc3)c2c1	0.2	-2	-2	-8	12	-2	0
Cc1c(O)ccc(/C(Cc2ccc3ccccc3n2)=N\N)c1O	nt	-1	-6	nt	2	nt	1
CC(C)c1ccc(NC(=O)C2CSC3(C)CCC(=O)N23)cc1 (centres undefined)	0.6	0	-6	-2	-3	-13	6
O=C(CCN1C(=O)[C@@H]2Cc3ccccc3CN2C1=O)NCCc1ccccc1	nt	-3	-1	5	8	18	1
COC(=O)C(Cc1c[nH]c2ccccc12)NC(=O)c1cccs1 (centres undefined)	-0.2	5	-1	6	-7	-6	-13
COc1ccc(CCC(=O)Nc2ccc(S(=O)(=O)N3CCOCC3)cc2)cc1	nt	-1	-3	-1	-4	1	-2
C[C@@H]1CN([C@@H](C)CO)C(=O)c2cc(-c3cccc(C#N)c3)cnc2O[C@H]1CN(C)C	0.2	1	-16	0	-6	nt	1
CCOC(=O)N1CCN(C(=O)c2ccc3c(c2)N(C)C(=O)/C(=C\c2ccc(OCC)c(OC)c2)S3)CC1	nt	9	-2	0	-2	-33	-1
CCn1nc(C)cc1C(=O)NC1CCCc2c1cnn2-c1ccc(C)c(C)c1 (centres undefined)	-0.5	1	-5	-2	3	-2	4

Looked up by structure from the entries so far, 3 records:
SMILES	E-sel inducer	SIRT5 inh	S100A4 inh HTS	PglD inh	DENV2 CPE	Statin myotox sup	ERp5 block
COC(=O)C(Cc1c[nH]c2ccccc12)NC(=O)c1cccs1 (centres undefined)	-0.2	5	-1	6	-7	-6	-13
CC(C)c1ccc(NC(=O)C2CSC3(C)CCC(=O)N23)cc1 (centres undefined)	0.6	0	-6	-2	-3	-13	6
CCn1nc(C)cc1C(=O)NC1CCCc2c1cnn2-c1ccc(C)c(C)c1 (centres undefined)	-0.5	1	-5	-2	3	-2	4

Later entries.
SMILES	E-sel inducer	SIRT5 inh	S100A4 inh HTS	PglD inh	DENV2 CPE	Statin myotox sup	ERp5 block
CCCn1c(=O)c(C(=O)NNC(=O)c2cccc([N+](=O)[O-])c2)c(O)c2ccccc21	0.6	-5	7	8	0	3	-2
C[C@@H]1CCCCO[C@@H](CN(C)C(=O)Nc2ccc(F)cc2)[C@@H](C)CN([C@H](C)CO)C(=O)c2cc(N(C)C)ccc2O1	0.0	0	0	-2	0	-31	7
CC(Oc1ccc2c(-c3ccccc3)cc(=O)oc2c1)C(=O)NCC1CCC(C(=O)O)CC1 (centres undefined)	nt	0&4	-2&-12	0&4	?	6&2	3&5
C[C@H]1CN([C@@H](C)CO)C(=O)Cc2cc(NC(=O)NC3CCCCC3)ccc2O[C@H]1CN(C)C(=O)Nc1ccc(C(F)(F)F)cc1	0.2	4	-54	1	0	-6	-12
COc1ccc(C(CNC(=O)c2ccc3c(c2)C(=O)N(CCC(C)C)C3=O)N2CCOCC2)cc1 (centres undefined)	2.1	nt	nt	1	nt	-8	nt
CC(C)NC(=O)Nc1ccc2c(c1)CC(=O)N([C@@H](C)CO)C[C@H](C)[C@H](CN(C)S(=O)(=O)c1cccs1)O2	0.0	3	3	4	-7	-12	2
CCCN(C)C[C@@H]1OCCCC[C@H](C)Oc2ccc(NS(=O)(=O)c3ccc(C)cc3)cc2C(=O)N([C@H](C)CO)C[C@@H]1C	0.0	5	14	1	1	nt	-2
Cc1cc2nc(-c3ccc[nH]c3=O)n(Cc3cccc(F)c3)c2cc1C	1.1	-3	-1	-2	3	18	-2
COc1ccc(S(=O)(=O)Nc2ccc3c(c2)CC(=O)N([C@H](C)CO)C[C@@H](C)[C@H](CN(C)C(=O)NC2CCCCC2)O3)cc1	48*	2	-38	2	3	-18	0
C[C@@H]1CN([C@H](C)CO)S(=O)(=O)c2ccc(C#CCN(C)C)cc2O[C@@H]1CN(C)Cc1ccc(F)cc1	-0.1	0	7	-5	-3	0	2
COc1cc(-c2cc(C(=O)NCCc3ccc(S(N)(=O)=O)cc3)c3ccccc3n2)cc(OC)c1OC	0.3	-2	3	-3	-1	nt	1
COc1ccc(S(=O)(=O)N2CCC(C(=O)O)(c3ccccc3)CC2)cc1	nt	nt	1	-1	4	-5	0
O=c1sc2ccccc2n1Cc1ccccc1	nt	2	0	7	2	-6	3
CCCCCCCCCc1conc1C(=O)/C=C/c1ccco1	0.1	nt	-2	nt	-5	nt	0
S=C(Nc1ccccc1)Nc1ccccn1	0.4	nt	-8	1	12	3	5
CCOc1cc(/C=C2/C(=N)N3C(=NC2=O)SN=C3S(=O)(=O)C(C)C)ccc1OC(=O)c1ccco1	nt	4	-1	-4	-4	-8	-4
O=C(Nc1nccs1)OCc1ccccc1	nt	-2	-1	-1	-1	nt	7
CCOC(=O)CC(=O)CSc1ncnc2c1nnn2-c1ccc(OC)cc1	-1.4	1	-3	nt	-11	nt	-5
Cc1cccc(C(=O)NCC(C)NC(=O)c2cccc(C)c2)c1 (centres undefined)	4.3	-2	-3	2	?	2	0
Cc1ccc(-c2csc3ncn(Cc4ccc(C(=O)O)cc4)c(=O)c23)cc1C	0.0	2	0	5	7	1	-6
O=C1NC(Cc2ccccc2)c2nc3ccc(Cl)cc3c(=O)n2-c2ccc(Cl)cc21 (centres undefined)	0.0	0	-6	nt	-5	nt	6
C[C@H](NC(=O)OCc1ccccc1)C(=O)NNC(=O)[C@H](Cc1ccccc1)NC(=O)OC(C)(C)C	nt	-2	-9	2	4	5	3
CCOC1=C2[C@H](c3ccc(C)cc3)N(S(=O)(=O)c3ccc(C)cc3)C[C@H]2n2c(=O)n(-c3ccccc3)c(=O)n2C1	-0.2	-3	-2	2	2	-19	3
Cc1cc(OCC(=O)NCCN2CCOCC2)c2c(C)c(C)c(=O)oc2c1	-0.4	-10	-2	-5	8	-8	5
CCOc1ccc(N(CC(=O)NCc2ccccc2Cl)S(=O)(=O)c2c(C)[nH]c(=O)[nH]c2=O)cc1	nt	-1	-4	-2	-4	0	2
CCc1ccc(NC2=CC(=O)CC(C)(C)C2)cc1	0.0	-1	-2	-2	2	1	2
COc1ccccc1C(=O)NC(=S)Nc1ccc(N2CCCC2)cc1	0.4	-2	-2	nt	-1	nt	-3
COc1ccc(S(=O)(=O)Nc2ccc3c(c2)C(=O)N([C@H](C)CO)C[C@H](C)[C@@H](CN(C)Cc2ccc4c(c2)OCO4)OCCCC[C@@H](C)O3)cc1	0.0	1	0	1	23*	17	2
CCNC(=O)[C@@H]1[C@@H](CO)[C@@H]2Cn3c(ccc(-c4ccccc4)c3=O)[C@H]1N2C(=O)CC1CC1	-0.3	-32	43	nt	3	nt	-2
C[C@H](CO)N1C[C@H](C)[C@@H](CN(C)Cc2ccc3c(c2)OCO3)Oc2ccc(NS(=O)(=O)c3ccc(F)cc3)cc2C1=O	-0.2	-3	3	-1	7	4	4
CCCCCCCN=C(C)c1ccccc1O	nt	3	-6	nt	1	nt	7
C[C@H](CO)N1C[C@H](C)[C@H](CN(C)Cc2ccc(-c3ccccc3)cc2)Oc2c(NC(=O)c3ccncc3)cccc2C1=O	11	2	6	8	5	-20	1
CCCc1c(C(=O)N/N=C/c2c(OC)ccc3ccccc23)nnn1-c1nonc1N	nt	-3	-2	4	8	-26	5
O=C(c1ccc(CS(=O)c2cccc(Cl)c2)o1)N1CCOCC1 (centres undefined)	-1.0	0	1	-4	-7	2	-3
CC(C)(C)c1ccc(C2=NC(=O)C(CC(=O)O)S2)cc1 (centres undefined)	20	1	2	nt	1	nt	4
CCN1CCN(C(=S)Nc2cc(C(=O)OC)ccc2C(=O)OC)CC1	nt	-4	67	-3	1	-1	1
Cn1ncc(C(=O)Nc2ccc(OC(F)(F)F)cc2)c1-n1cccc1	-0.1	0	2	21*	2	-16	0
COc1cc(NC(=O)COC(=O)CC(NC(C)=O)c2ccccc2)cc(OC)c1 (centres undefined)	nt	1	-3	-6	-4	1	4
CCCNC(=O)C[C@H]1C[C@@H]2c3cc(NC(=O)c4cccnc4)ccc3O[C@@H]2[C@H](CO)O1	-0.3	nt	nt	2	2	-2	nt
C[C@@H]1CN([C@@H](C)CO)S(=O)(=O)c2ccc(C#C[C@@H](C)O)cc2O[C@@H]1CN(C)C	-0.7	-5	-2	1	14	11	-4
C[C@H]1CN([C@@H](C)CO)C(=O)Cc2cc(NS(=O)(=O)c3ccc(Cl)cc3)ccc2O[C@@H]1CN(C)C	nt	-2	2	-1	2	4	10
CCOC(=O)C1CCCN(C(=O)c2ccccc2)CC1 (centres undefined)	nt	nt	5	-2	-9	-6	-1
CC(=O)c1cccc(S(=O)(=O)NCCC(=O)Nc2ccc(S(N)(=O)=O)cc2)c1	-0.2	1	0	-3	1	-1	5
CCN1[C@@H]2c3ccc(C4=CCCCC4)c(=O)n3C[C@H]1[C@H](CO)[C@H]2C(=O)N1CCCCC1	-0.1	-28	-5	4	-7	5	10
COc1cccc(N2CN(C3CCCCC3)CNC2=S)c1	-0.2	-2	-1	2	-12	-1	4
O=c1cc(N2CCCCC2)[nH]c(=O)n1C1CCCCC1	3.5	0	1	-2	0	-10	4
